SUMO1-SIM PPI: alters human SUMO1 binding to SIM partners | P63165 | SUMO1 binding to a labelled peptide, TR-FRET, 1 h | inhibition, % at 20 µM | 0.33% of 360,000 active; in the data active = inhibition above about 37%
Target sequence (P63165 whole entry, looked up): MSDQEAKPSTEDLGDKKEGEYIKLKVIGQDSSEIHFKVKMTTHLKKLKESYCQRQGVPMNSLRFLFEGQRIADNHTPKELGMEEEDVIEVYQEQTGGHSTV
MT1-MMP act inh: blocks activation of human MT1-MMP; P50281; HT1080 RFP-PRO-GFP cells, GFP/RFP ratio fluorescence, overnight; percent of plate control window, DMSO zero; GFP/RFP ratio change, % at 20 µM; 0.061% of 360,000 active;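 active = GFP/RFP ratio change of at least 30% with cell ATP level not reduced by more than half and red fluorescence within 50% of control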; also: strong numbers were not always called active
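Test system: HT1080 RFP-PRO-GFP cells; Benchmarks: DMSO and RFP-L50D-GFP cell wells; Timing: cells overnight before dosing, compound overnight, 37 °C, 5% CO2; Compound: one 20 µM compound dose with 1% DMSO; Read-out: GFP/RFP fluorescence ratio.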
CendR NRP1 mod: modulators of CendR peptide binding to human neuropilin-1 | O14786 | FAM-RPARPAR peptide binding to NRP-1, fluorescence polarization | inhibition, % at 25 µM | 0.85% of 360,000 active | AID 602438;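 active = inhibition or corrected inhibition above about 18%, plus a signal ratio from 0.5 to 1.5, limit read from the data, passing the limit was not always enough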; also: strong numbers were not always called active
NadD inh: blocks S. aureus nicotinate mononucleotide adenylyltransferase | inhibition, % at 20 µM | AID 602399 | 0.78% of 360,000 active | purified NadD enzyme, colorimetric absorbance read-out; in the data active = inhibition above about 26%; also: some compounds past the cut are filed as inactive
DNMT1 block: inhibitors of human DNMT1 | P26358 | DNMT1 molecular beacon, Hinp1I cleavage, fluorescence | inhibition (reported as % activation of signal), % at 10 µM | 0.83% of 360,000 active | AID 588458; in the data active = inhibition above about 50%
Scp1 inh: Scp-1 (human) phosphatase inhibition; 0.88% of 340,000 active; Recombinant Scp1, phosphopeptide, malachite green phosphate absorbance; inhibition, % at 20 µM; Q9GZU7;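 active = inhibition above about 50% at 20 µM, limit read from the data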;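 also: plate controls were DMSO wells with enzyme for no effect and wells lacking enzyme for full effect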
Target sequence (Q9GZU7 76-261 limits assumed): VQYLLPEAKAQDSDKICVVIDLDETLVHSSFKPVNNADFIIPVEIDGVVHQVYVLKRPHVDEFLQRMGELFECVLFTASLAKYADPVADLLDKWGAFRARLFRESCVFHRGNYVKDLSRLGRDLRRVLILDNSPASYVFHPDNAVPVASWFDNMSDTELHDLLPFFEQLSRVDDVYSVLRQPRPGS
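System: truncated SCP-1 phosphatase (76-261aa); medium: Tris acetate buffer pH 5.5 with MgCl2 and Tween-20; incubation: 45 min room-temperature reaction, 5 min colour, 30 min stabiliser; compound: single 20 µM dose, 1% DMSO; reagent: Phosphorylated 17-residue peptide substrate; read-out: % inhibition at 20 µM; technique: colorimetric free-phosphate detection, absorbance 630 nm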
LMPTP inh: LMPTP (human) inhibition | P24666 | recombinant LMPTP-A, OMFP fluorogenic substrate, fluorescence intensity | inhibition, % at 20 µM | 0.22% of 360,000 active | AID 651560;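 active = compounds that cut the enzyme signal by at least half of the control window in the single-dose screen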;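 also: plate controls were DMSO wells with enzyme plus substrate for no effect and substrate without enzyme for full effect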
Target sequence (P24666 whole entry, looked up): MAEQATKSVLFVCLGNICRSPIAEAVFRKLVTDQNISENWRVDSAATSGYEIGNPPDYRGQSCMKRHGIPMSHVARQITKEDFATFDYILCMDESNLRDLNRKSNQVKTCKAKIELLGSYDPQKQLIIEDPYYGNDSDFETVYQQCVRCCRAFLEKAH
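Test system: LMPTP-A phosphatase enzyme. Amount: LMPTP-A at 0.625 nM final in the reaction. Reagent: OMFP substrate, 400 µM final. Times: 50 min at room temperature. Signal: endpoint fluorescence intensity from OMFP dephosphorylation. Read-out basis: % inhibition. Benchmarks: no-enzyme and uninhibited controls.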
Rpn11 inh: inhibitors of human proteasome Rpn11. O00487. human 26S proteasome, Ub4-pepOG fluorescence polarization; 20S core pre-blocked with epoxomicin. calls only at 20 µM. 0.59% of 360,000 active;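 active = inhibition at 20 µM, scaled to each plate's controls, above about 33%, limit read from the data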
Target sequence (O00487 whole entry, looked up): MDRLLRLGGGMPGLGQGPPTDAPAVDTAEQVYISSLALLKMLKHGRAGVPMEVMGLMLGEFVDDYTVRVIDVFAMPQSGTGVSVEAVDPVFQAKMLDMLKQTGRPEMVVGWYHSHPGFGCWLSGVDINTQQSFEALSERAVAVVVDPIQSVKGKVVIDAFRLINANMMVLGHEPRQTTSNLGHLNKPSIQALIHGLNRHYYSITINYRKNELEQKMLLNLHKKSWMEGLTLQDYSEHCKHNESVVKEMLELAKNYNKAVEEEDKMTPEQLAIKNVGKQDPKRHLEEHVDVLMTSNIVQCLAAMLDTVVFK
STEP inh: STEP (human) phosphatase inhibition; P54829; recombinant STEP, OMFP fluorogenic substrate, fluorescence; inhibition, % at 20 µM; 0.25% of 360,000 active; AID 588621;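 active = inhibition at 20 µM, scaled per plate between control wells, above about 37%, limit read from the data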;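 also: 0% = DMSO with enzyme and substrate and 100% = substrate only without enzyme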
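System: STEP (striatal-enriched tyrosine phosphatase) enzyme, cell-free; medium: Bis-Tris pH 6.0 buffer with DTT, detergent; dosing: 20 µM, 1% DMSO; times: reaction 20 min, ambient temperature; detection: fluorescence, 480/540 nm; read-out basis: normalized % inhibition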
SKN-1 block: inhibitors of C. elegans SKN-1 | 0.49% of 360,000 active | AID 624304 | C. elegans VP596 Pgst-4::GFP/RFP ratio, acrylamide-induced, 24 h | inhibition, % at 21.8 µM;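 active = interference check ratio from 0.5 to 1.5 plus GFP to RFP signal ratio inhibition reaching or exceeding a fixed threshold, cut at about 30% in these data, passing the limit was not always enough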; also: some compounds called inactive have numbers as strong as hits
Active calls of the source: *; i = inactive; . = not tested or not shown. Random draw from the library; about 3.9% have a hit in one of these screens.

Below each compound: SUMO1-SIM PPI, MT1-MMP act inh, CendR NRP1 mod, NadD inh, DNMT1 block, Scp1 inh, LMPTP inh, Rpn11 inh, STEP inh, SKN-1 block
> Cn1c(NC(=O)c2cccc(Cn3cc(Cl)cn3)c2)nc2ccccc21
 : 16, 10, -4, -2, -2, -14, 0.7, i, 2, -1
> COc1ccc(/C(O)=C2/C(=O)C(=O)N(CCN(C)C)C2c2ccc(F)cc2)cc1Cl (stereo not drawn)
 : -4, 3, 6, -4, 6, -12, -2.7, i, 2, -17
> c1ccc(CNc2nc(CN3CCOCC3)nc3scc(-c4ccccc4)c23)cc1
 : 2, 2, -3, -7, 8, 2, -0.5, i, 1, -6
> CCOC(=O)C1=C(CN2CCSCC2)NC(=O)NC1c1cc(C)ccc1C (stereo not drawn)
 : -1, -3, 12, 1, 0, -6, 0.4, i, -2, -3
> CC(C)CN(CC(C)C)CC(O)CN(c1ccccc1)S(=O)(=O)c1ccccc1[N+](=O)[O-] (stereo not drawn)
 : -8, -8, 12, -8, -1, -3, -0.1, i, 3, 3
> COc1ccc(CC(=O)NCC2CCCN(Cc3ccc(F)cc3F)C2)cc1 (stereo not drawn)
 : 2, -4, -6, 3, 0, -5, -2.8, i, -2, 19
> Cc1ccccc1NC(=O)Cc1nc(COC(=O)c2ccc(S(C)(=O)=O)c([N+](=O)[O-])c2)cs1
 : -12, -4, -11, 17, -6, -1, -0.5, i, 2, 7
> O=C(NCC(=O)N1CCOCC1)c1ccc(Br)cc1
 : 5, -2, 2, 1, 2, -13, -0.1, i, -1, -2
> O=C(OCC(=O)N1CCN(c2ccc(F)cc2)CC1)c1cnc2ccccc2n1
 : -41, 0, 9, 11, -2, -2, -1.2, i, 2, 8
> O=C1Nc2ccccc2-n2nnnc2C1N1CCN(CCN2CCOCC2)CC1 (stereo not drawn)
 : 2, -2, 24, ., ., ., -2.1, ., ., -2
> COc1ccc(N=C(N)SCc2ccccn2)cc1
 : -1, 2, -1, -3, 16, 3, -2.4, i, -5, -7
> CC(C)=CC(=O)Nc1nnc(-c2ccc(F)cc2)s1
 : -2, 1, 10, -4, 16, -4, -0.8, i, 0, -2
> CCNC(=O)CN(C1CCCCC1)S(=O)(=O)c1ccc(F)cc1
 : 4, 3, -3, -4, 4, 3, -3.8, ., 0, 47
> CNC(=O)c1ccsc1NC(=O)CCS(=O)(=O)c1ccc(C)cc1
 : 0, 8, -7, -6, -1, -5, -0.9, i, 0, -4
> CCOC(=O)C1CCN(Cc2ccccc2C(F)(F)F)CC1
 : 3, -1, 14, -1, 3, 7, -1.2, i, -3, 0
> Cc1ccc2[nH]c3nc(N/N=C/c4cccc(O)c4)nnc3c2c1
 : 10, -3, -8, 17, 40, 11, -0.3, i, 1, 6
> Nc1nc2ccc(Cl)cc2cc1C(=O)NCCc1c[nH]c2ccccc12
 : 0, 5, -8, 5, ., ., 1.0, ., ., 5
> COC(=O)Cn1nc(-c2ccccc2)c2ccccc2c1=O
 : 1, 4, 0, -1, -2, -3, -1.0, i, -5, 9
> COc1ccccc1C(=O)NCCC(=O)Nc1cccnc1
 : 2, 1, 12, 1, 2, 6, -0.4, i, -3, 13
> CC(=O)Nc1c(C)ccc2nsnc12
 : -11, 1, -2, -3, 0, 0, -2.4, i, -3, 5
> C=CCNC(=O)c1onc(CSc2ccc(OC)cc2)c1C(=O)O
 : 4, 4, 7, -9, 7, -6, -2.1, i, 2, 11
> COCC(=O)Nc1ccc2c(c1)[C@@H]1C[C@H](CC(=O)OC)O[C@@H](CO)[C@@H]1O2
 : -1, 2, 1, 8, 2, ., -0.7, i, 0, 3
> CSCCC(NC(=O)C12CC3CC(CC(C3)C1)C2)C(=O)OCC(=O)c1ccccc1 (stereo not drawn)
 : -3, -4, 7, 3, -3, -1, -0.8, i, 1, 7
> Cc1cc(C)c(S(=O)(=O)c2ccccc2Cl)c(=O)[nH]1
 : -2, -5, 1, -4, -1, -1, -1.8, i, 0, -14
> Cc1cccc(-c2nc(S(=O)(=O)c3ccccc3)c(N3CCOCC3)o2)c1
 : 6, 0, 0, -4, -4, 54*, 0.6, i, -1, 29
> CCOc1cc(CNc2ccc3cn[nH]c3c2)ccc1OC
 : 7, -2, -9, 6, -24, -8, 3.7, i, 0, 0
> CCSC1=NC(C)(C)C=C(/C=C/c2ccc(Cl)cc2Cl)N1
 : -1, 0, -9, 2, 0, 4, 2.7, i, -1, 14
> O=C(c1ccc(F)cc1)N1CCC(C(=O)N2CCN(S(=O)(=O)c3cccc([N+](=O)[O-])c3)CC2)CC1
 : -32, 5, 11, 2, 0, -1, 0.2, i, -1, -9
> CCOC(CNC(=O)c1nnc(Cc2cc(OC)c(OC)c(OC)c2)o1)OCC
 : 0, 3, 10, -3, 0, 6, -0.7, i, 2, -5
> COc1cccc(-c2cnc3c(NC=O)cc(-c4ccc(N5CCN(C)CC5)cc4)cn23)c1
 : -80, -15, -18, 9, -15, ., 1.2, i, 2, -1
> Cc1cccc(C(=O)N[C@H](C(=O)Nc2nnc(C3CC3)s2)C(C)C)c1
 : 0, 4, 6, -1, 3, 3, -1.8, i, 0, 8
> Cc1cc2occ(CC(=O)O)c2cc1C
 : 6, 9, 2, -3, 2, -10, -1.8, i, 3, 28
> O=C(O)c1ccc(COc2ccccc2Cl)cc1
 : 1, -2, -3, -3, 1, -4, 0.4, i, -8, -10
> CC(=O)c1c(C)c[nH]c1C
 : 0, 1, -3, -9, 2, 1, -1.4, i, -6, -13
> Cc1nc(NC(CC(C)C)C(=O)O)c2nc(C)oc2n1 (stereo not drawn)
 : 2, 6, 3, 0, 2, 2, 0.0, i, -3, -16
> COc1ccc(-n2cc(CNCCCn3ccnc3)c(-c3cccc(F)c3)n2)cc1
 : 3, 3, -3, 4, -8, -3, -7.9, i, 4, 5
> Cc1cccc(NC(=O)Nc2ccc(Cl)c(Cl)c2)n1
 : 5, -6, -7, 2, 2, -6, 0.1, i, 0, 20
> CN(C)/N=C/c1ccc(OS(=O)(=O)c2ccccc2)cc1
 : -5, 0, 3, -3, 1, -6, 2.8, i, 2, -6
> CNc1oc(-c2ccco2)nc1C#N
 : -1, 1, 5, -1, -5, -3, 1.4, i, 2, -6
> O=C(/C=C/Nc1ccccc1)c1ccc(Cl)cc1Cl
 : -15, 1, -8, -4, 1, -1, 2.9, i, 6, 17
> CCN1CCN(CC(=O)c2cc(OC)c(OC)c(OC)c2)CC1
 : -2, 0, 6, -5, 1, -5, -4.0, i, -3, 17
> CN1CCN(Cc2c(C(=O)N/N=C/c3cccc(Br)c3)nnn2-c2nonc2N)CC1
 : -17, -2, 6, 1, 0, -7, 0.5, i, -3, 11
> Cc1cc(/C=C2\SC(N)=NC2=O)c(C)n1-c1ccccc1
 : -6, -6, -45, 8, -7, 9, 1.6, i, 0, 16
> O=C(N[C@@H](CO)C(=O)NCc1ccccc1)c1ccc(C(F)(F)F)cc1
 : 3, 3, 20, 0, 6, -12, 0.5, i, 0, 4
> C[C@@H]1CCCCO[C@@H](CN(C)S(=O)(=O)c2cn(C)cn2)[C@@H](C)CN([C@H](C)CO)C(=O)c2cc(NC(=O)Nc3ccc(C(F)(F)F)cc3)ccc2O1
 : 4, 7, 5, -2, -14, ., -0.2, i, 0, 1
> CCc1c(C(=O)N/N=C/c2sccc2C)nnn1-c1nonc1N
 : 1, 3, 12, 3, 1, -4, -0.5, i, 0, 5
> CC(/C=C/c1ccccc1)=N\NC(=O)CNC(=O)c1ccccc1Cl
 : -18, 1, 0, 4, -1, -3, -1.0, i, 1, 6
> COc1ccc(OC)c(C2=NS(=O)(=O)N(C)C(C(=O)Nc3ccc(C(C)=O)cc3)=C2)c1
 : -23, 0, -5, -4, -7, -11, 0.0, i, -2, -10
> CCOC(=O)c1cccc(COC(=O)c2cccc(-c3nnc(-c4ccccc4)o3)c2)c1
 : 3, 3, 0, 6, 0, -22, 3.1, i, -3, 2
> Cc1ccc2c(c1)N(CCC(=O)NC1CCCCC1)C(=O)CO2
 : 9, 1, 13, 3, 1, -7, -1.8, i, 0, -1

The list goes on (3 carried over from the part before).
Below each compound: SUMO1-SIM PPI, MT1-MMP act inh, CendR NRP1 mod, NadD inh, DNMT1 block, Scp1 inh, LMPTP inh, Rpn11 inh, STEP inh, SKN-1 block
> COc1ccc(OC)c(C2=NS(=O)(=O)N(C)C(C(=O)Nc3ccc(C(C)=O)cc3)=C2)c1
 : -23, 0, -5, -4, -7, -11, 0.0, i, -2, -10
> CCOC(=O)c1cccc(COC(=O)c2cccc(-c3nnc(-c4ccccc4)o3)c2)c1
 : 3, 3, 0, 6, 0, -22, 3.1, i, -3, 2
> Cc1ccc2c(c1)N(CCC(=O)NC1CCCCC1)C(=O)CO2
 : 9, 1, 13, 3, 1, -7, -1.8, i, 0, -1
> Oc1cccc(/C=N\Nc2nncc(-c3ccccc3)n2)c1
 : -20, 1, -3, 9, -2, -1, 1.7, i, 0, 3
> Cc1ccc(C)c(NNC(=O)C(=O)NNc2cc(C)ccc2C)c1
 : -2, 1, -10, -3, 0, -11, -1.7, i, -1, 20
> COC(=O)c1ccc(CSc2nnc(CNC(=O)c3cccs3)o2)o1
 : 1, -3, -8, -1, 1, -5, -1.7, i, 1, -8
> CC(=O)c1ccc(NC(=S)N2CCC(O)CC2)cc1
 : 1, 13, 5, 4, -6, 0, -0.7, i, 2, -10
> Cc1ccc(C(=O)NNC(=O)C2CCN(S(=O)(=O)c3ccc(Cl)cc3)CC2)cc1
 : 1, 6, 6, -3, 4, -6, -1.4, i, 1, -2
> COc1ccc(C2=NS(=O)(=O)N(C)C(C(=O)N3CCCCC3)=C2)cc1
 : -7, -7, -6, -3, 0, -14, -1.0, i, -4, 52
> CC(C)C[C@@H](CN(N=O)[C@@H](Cc1ccccc1)CN(C)N=O)N(CCc1ccccc1)N=O
 : 4, -5, 11, -8, 7, 4, 2.4, i, 2, -8
> COc1ccc(CCc2nnc(CCC(=O)NCC3CCCO3)o2)cc1 (stereo not drawn)
 : -1, -4, -3, -1, -2, -3, -0.4, i, 0, 13
> C=C(C)Cn1c(SCC#N)nc2ccccc2c1=O
 : 0, 8, 1, -4, 3, -5, -3.8, i, 5, 3
> COc1ccccc1CNC(=O)CCC(=O)N1CCOc2ccc(C)cc21
 : 2, 3, -1, -4, 2, -1, 0.5, i, 1, 6
> CN1CCN(CCCNC(=O)Cn2nc(-c3ccccc3)ccc2=O)CC1
 : -5, 2, 2, -2, 3, 0, -2.5, i, -2, 2
> CC1(C)CC(=O)C=C(Nc2ccccc2NC(=O)c2cnccn2)C1
 : -1, 5, -4, -6, 2, -2, -0.6, i, 0, -9
> COCC(C)NC(=O)NC(=O)c1ccc(Cl)cc1 (stereo not drawn)
 : 2, 1, 10, 1, 0, 3, -1.3, i, -1, -2

Screens deposited in PubChem by Sanford-Burnham Center for Chemical Genomics.
